Bioassay records: PubChem BioAssay, The Scripps Research Institute Molecular Screening Center
TEAD-YAP inh – TEAD-YAP interaction inhibition. actives 1.4% (n = 640,000). inhibition, % at 9.12 µM. AID 1259422. HEK-TIYL cells, TEAD-Gal4/YAP UAS-luciferase luminescence; in the data active means inhibition above about 32%;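 further: 0% = median of test compound wells and 100% = reference inhibitor wells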
MITF inh – human MITF inhibition, primary screen; O75030; AlphaScreen MITF homodimerization, bead proximity signal; inhibition, % at 2.6 µM; actives 0.91% (n = 650,000); AID 1259374; in the data active means inhibition above about 50%;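 further: 0% = vehicle wells with protein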
GPR151 activ – human GPR151 activation; Q8TDV0; PathHunter beta-arrestin GPR151 cells, luminescence; activation, % at 11.2 µM; actives 1% (n = 650,000); AID 1508602; in the data active means activation above about 4.9%;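 further: 0% = median of compound wells and 100% = cells with positive control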
FBW7 activator – activators of human E3 ligase FBW7; normalized activity (activation), % at 26.1 µM; actives 0.13% (n = 650,000); AlphaScreen FBW7–phospho-cyclin E peptide binding, activator screen; in the data active means normalized activity above about 1.9%;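 further: purified mutant Fbw7 with reduced substrate affinity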
Target sequence (Q969H0 whole entry, looked up): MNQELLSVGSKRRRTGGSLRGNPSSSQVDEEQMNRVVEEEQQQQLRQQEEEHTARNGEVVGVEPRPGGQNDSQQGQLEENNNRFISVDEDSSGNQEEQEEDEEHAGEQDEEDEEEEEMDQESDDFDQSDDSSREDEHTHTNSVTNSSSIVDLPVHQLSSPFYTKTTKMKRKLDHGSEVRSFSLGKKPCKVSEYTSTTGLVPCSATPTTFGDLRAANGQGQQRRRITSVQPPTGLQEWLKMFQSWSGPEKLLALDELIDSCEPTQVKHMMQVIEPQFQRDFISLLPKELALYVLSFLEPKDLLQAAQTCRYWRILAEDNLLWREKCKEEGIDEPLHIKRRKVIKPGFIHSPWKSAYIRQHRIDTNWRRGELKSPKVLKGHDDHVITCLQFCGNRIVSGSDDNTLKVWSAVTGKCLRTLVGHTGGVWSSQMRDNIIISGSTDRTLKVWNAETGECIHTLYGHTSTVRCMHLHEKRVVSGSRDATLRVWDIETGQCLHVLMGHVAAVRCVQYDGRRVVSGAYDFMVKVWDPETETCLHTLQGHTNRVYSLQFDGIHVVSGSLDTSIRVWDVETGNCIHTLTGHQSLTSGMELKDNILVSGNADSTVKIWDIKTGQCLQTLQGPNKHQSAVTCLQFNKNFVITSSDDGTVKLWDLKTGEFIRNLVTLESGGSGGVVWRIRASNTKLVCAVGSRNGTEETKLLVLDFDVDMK
An asterisk follows results filed as active; & = joins results of further samples.

Each structure is followed by: TEAD-YAP inh	MITF inh	GPR151 activ	FBW7 activator
1	COc1ccc(-n2c(-c3ccccc3)cn3c4c(=O)[nH]c(=O)n(C)c4nc23)cc1
→ 5	0	-1.0	-0.1
2	Cc1cccn2c(=O)c3cc(C(=O)NCc4cccnc4)c(=N)n(Cc4ccco4)c3nc12
→ -1	5	-0.3	0.3
3	O=C(NCN1C(=O)C2C3C=CC(C3)C2C1=O)Oc1ccccc1 (stereo not drawn)
→ 10	-11	1.1	0.0
4	O=C(NCCc1ccccc1)c1ccc(OC2CCN(C(=O)c3cncs3)CC2)cc1
→ 9	9	2.0	0.0
5	CC[n+]1c(/C=C2\Sc3ccc(-c4ccccc4)cc3N2CCO)ccc2cc(OC)ccc21
→ 91*	-22	14*	-1.2
6	CCCNc1cc(-c2ccc(N3CCN(C)CC3)cc2)nc(N)n1
→ 5	8	-0.2	0.0
7	COc1ccc(-c2cc(C(=O)Nc3ccc(Br)cc3)c3ccccc3n2)cc1
→ -6	0	1.2	-0.1
8	CC12CCC(C(=O)NCc3cccnc3)(OC1=O)C2(C)C (stereo not drawn)
→ 9	9	1.6	0.2
9	COC(CNC(=O)CCNC(=O)c1ccc(Br)o1)OC
→ -5	4	0.9	0.0
10	CCS(=O)(=O)Nc1ccccc1
→ 5	10	-0.7	1.0
11	COc1cc(NC(=O)c2ccc3c(=O)n(Cc4cccc(Br)c4)c(=S)[nH]c3c2)cc(OC)c1OC
→ -1	-14	-0.1	-0.1
12	C=CCC(O)(CC=C)CNCc1c(C(=O)N2CCCCCC2)nc2cc(C)ccn12
→ -4	-4	-0.4	0.0
13	COc1ccc2nc(NC(=O)CCCN3C(=S)NC(C)(C)CC3C)sc2c1 (stereo not drawn)
→ 11	-3	-0.7	-0.1
14	CCC1CCCCN1C(=O)c1cn(-c2ccc(F)cc2F)c(=O)c2ccccc12 (stereo not drawn)
→ 12	3	4.1	-0.1
15	Cc1ccc(C2CC(C(F)(F)F)n3nc(C(=O)N4CCN(c5ccccc5)CC4)cc3N2)cc1 (stereo not drawn)
→ 5	0	1.3	0.1
16	CC(O)c1nc2ccccc2n1Cc1ccc2ccccc2c1 (stereo not drawn)
→ -13	-8	-0.6	-0.2
17	COC(=O)C1=C(C)NC(C)=C(C(=O)OC)C1c1ccc2c(c1)OCO2
→ -2	-2	-0.6	0.0
18	O=C(CC(Nc1cccc(Br)c1)c1ccc(Cl)cc1)c1ccccc1 (stereo not drawn)
→ -9	2	-0.4	0.4
19	CCCCCCOc1ccc(OCCOc2ccc(/C=C3/C(=N)N4N=C(C(F)(F)F)SC4=NC3=O)cc2OCC)cc1
→ 9	-10	-0.1	0.1
20	CCCc1cc(=O)oc2cc(OC)cc(OC)c12
→ 11	19	-0.7	0.1
21	CN1CCC(N2CCC(Oc3cccc(C(=O)N4CCCCCC4)c3)CC2)CC1
→ 4	5	2.0	0.0
22	Cc1cc(C(=O)COc2cccc(C#N)c2)c(C)n1-c1c(C)n(C)n(-c2ccccc2)c1=O
→ 7	16	-0.7	0.6
23	COc1ccccc1NS(=O)(=O)c1cccc2cccnc12
→ 0	-8	1.3	-0.1
24	COc1nc(-c2ccccc2)c2cc(Br)ccc2n1
→ 6	-7	-1.3	-0.1
25	CC(=O)Oc1ccccc1C(=O)N1CCN(c2ccccc2)CC1
→ 4	-7	0.4	0.0
26	C=CCc1ccc(OCCCN2CCNCC2)c(OC)c1
→ -3	45	-1.4	-0.3
27	Cc1cccc(-n2nc3c(c2NC(=O)Cc2ccc(F)cc2)CS(=O)C3)c1C (stereo not drawn)
→ 0	-4	-0.5	0.1
28	CN1C(=O)/C(=C\c2ccc(-c3ccc(S(N)(=O)=O)cc3)o2)c2ccccc21
→ -6	18	0.2	0.2
29	COc1ccc(CNCc2c(C(=O)O)n(C)c3cc(OC)ccc23)cc1
→ 1	3	-0.9	-0.1
30	CCc1ccc(-n2c(CSc3nnnn3-c3ccccc3)nc3ccccc3c2=O)cc1
→ 9	-2	-0.6	0.3

Random excerpt: two records from the list
Each structure is followed by: TEAD-YAP inh	MITF inh	GPR151 activ	FBW7 activator
19	CCCCCCOc1ccc(OCCOc2ccc(/C=C3/C(=N)N4N=C(C(F)(F)F)SC4=NC3=O)cc2OCC)cc1
→ 9	-10	-0.1	0.1
23	COc1ccccc1NS(=O)(=O)c1cccc2cccnc12
→ 0	-8	1.3	-0.1

The main list resumes, repeating the 7 entries before the break.
Each structure is followed by: TEAD-YAP inh	MITF inh	GPR151 activ	FBW7 activator
24	COc1nc(-c2ccccc2)c2cc(Br)ccc2n1
→ 6	-7	-1.3	-0.1
25	CC(=O)Oc1ccccc1C(=O)N1CCN(c2ccccc2)CC1
→ 4	-7	0.4	0.0
26	C=CCc1ccc(OCCCN2CCNCC2)c(OC)c1
→ -3	45	-1.4	-0.3
27	Cc1cccc(-n2nc3c(c2NC(=O)Cc2ccc(F)cc2)CS(=O)C3)c1C (stereo not drawn)
→ 0	-4	-0.5	0.1
28	CN1C(=O)/C(=C\c2ccc(-c3ccc(S(N)(=O)=O)cc3)o2)c2ccccc21
→ -6	18	0.2	0.2
29	COc1ccc(CNCc2c(C(=O)O)n(C)c3cc(OC)ccc23)cc1
→ 1	3	-0.9	-0.1
30	CCc1ccc(-n2c(CSc3nnnn3-c3ccccc3)nc3ccccc3c2=O)cc1
→ 9	-2	-0.6	0.3
31	CC(C)C1OC(c2cccc(NC(=O)C3CC3)c2)OCC1(C)C (stereo not drawn)
→ 1	16	-0.6	1.0
32	CC(C)(C)c1nnc(Nc2cccc(F)c2)[nH]c1=O
→ 9	-1	-0.5	0.1
33	COC(=O)c1ccc(/C=N/NC(=O)CSc2nnc(C)n2-c2ccccc2)cc1
→ 3	11	0.1	0.0
34	O=C(Nc1nc(-c2ccccn2)cs1)c1ncoc1-c1cccs1
→ -7	-2	-0.8	-0.2
35	COC(=O)C1=CN(CCOC23CC4CC(CC(C4)C2)C3)C=C(C(=O)OC)C1c1ccc(F)cc1
→ -6	-9	1.3	0.8
36	O=C(NC1CC1)c1ccc(-c2ncc(C(=O)NCc3ccccc3)s2)cc1
→ 0	2	-0.3	0.2
37	CCCc1cc2c(=O)c(-c3ccc(C(=O)OCC)o3)c(C)oc2cc1OC
→ -2	-14	-0.6	0.0
38	O=C(CCc1cnccn1)N1CCCC(CNC(=O)C2(c3ccc(Cl)cc3)CC2)C1 (stereo not drawn)
→ -18	0	-0.3	-0.1
39	CCCN(CCC)C(=O)c1c(-c2ccccc2)noc1C
→ 5	19	1.0	-0.1
40	CCCN1C[C@H](CSC)C[C@@H]2c3cccc4[nH]cc(c34)C[C@H]21
→ 7&3	4&19&13	-0.5&-0.1&-0.6	-0.1&0.1&-0.1
41	CSc1ccc(CC2(CCC(=O)N(C)CC3CCCCO3)CCC(=O)N2)cc1 (stereo not drawn)
→ -3	8	-0.7	-0.1
42	CC1=C(C(=O)OCCc2ccccc2)C(c2ccccc2C(F)(F)F)NC(=O)N1C (stereo not drawn)
→ -8	10	-0.4	0.1
43	O=C(NCC1(c2ccc(F)cc2)CC1)c1ccsc1
→ 16	6	-1.7	-0.2
44	CN(C)c1ccc(C2/C(=C(/O)c3ccc(Cl)cc3)C(=O)C(=O)N2CCO)cc1 (stereo not drawn)
→ -5	-9	2.0	-0.1
45	COC(=O)c1cc(CNC(=O)/C=C/c2cccc(F)c2)cc(NC(=O)C2CCC2)c1
→ 2	4	-0.9	0.0
46	CC(=O)Nc1ccc(Nc2nc(Nc3ccccc3)nc3nc[nH]c23)cc1
→ 5	-4	0.0	0.2
47	Cc1oc(-c2ccc3c(c2)OCCO3)cc1C(=O)NC(C(=O)O)C(C)C (stereo not drawn)
→ -18	6	0.1	-0.1
48	CSc1ncccc1C(=O)OC1CCOC1=O (stereo not drawn)
→ 6	6	1.7	0.7
49	CCOC(=O)C1=C(C)N=c2s/c(=C\c3ccc(OCc4ccc(Cl)cc4)cc3)c(=O)n2C1c1ccccc1 (stereo not drawn)
→ -12	-11	0.2	-0.1
50	COC1CCN(c2nncc(-c3cccc(Cl)c3)n2)CC1
→ -44	-3	-1.2	0.2
51	Cc1ccc(-n2cc(-c3ccccc3)c3c(Nc4ccccc4)ncnc32)cc1
→ -1	0	-0.2	0.0
52	CC(=O)Oc1cccc(C(=O)Nc2ccccc2C(N)=O)c1
→ 4	-17	-2.2	0.0
53	CCOc1ccc(N2C(=O)C3C(c4ccc(F)cc4)OC4(C(=O)c5ccccc5C4=O)C3C2=O)cc1 (stereo not drawn)
→ -3	8	-0.7	-0.1
54	O=C(NC(=S)Nc1ccc(N2CCOCC2)c(Cl)c1)c1cc2ccccc2o1
→ -5	-12	1.8	0.0
55	CCCOc1ccc(CNC(=O)C(C)n2c3ccccc3c3nc(=O)cc(C)n32)cc1 (stereo not drawn)
→ -3	-10	-0.3	0.0
56	NC(=O)c1c(NC(=O)CSc2n[nH]c3nc4ccccc4n23)sc2c1CCCC2
→ 9	-3	0.0	0.1
57	Nc1c(C(=O)c2ccc(Br)cc2)sc2nc(-c3ccccc3)cc(C(F)(F)F)c12
→ -9	-4	0.2	-0.1
58	CCOc1ccc(CNC(=O)Cn2nc(C)n3cccc3c2=O)cc1
→ 12	7	0.2	0.5
59	CCOC(=O)C1=C(C)N=C2SCC(=O)N2C1c1c(OC)ccc2ccc(OC)cc12 (stereo not drawn)
→ -8	24	-1.3	1.1
60	O=C(c1ccco1)N1CCN(CC(=O)N2CCn3c4c(c5cc(C6CCCCC6)ccc53)CCCC42)CC1 (stereo not drawn)
→ -6	-2	0.0	0.0

(continued)
Each structure is followed by: TEAD-YAP inh	MITF inh	GPR151 activ	FBW7 activator
61	CC(C)OC(=O)c1cccc(-c2ccc(C=C3C(=O)OC(C)(C)OC3=O)o2)c1
→ 12	7	-0.3	-0.2
62	CCCCN(CC)CCCNC(=O)Cn1ncc2c1-c1cc(C)ccc1OC2
→ 2	4	0.1	-0.2
63	COc1ccc(C)c(NC(=O)CCl)c1
→ 23	6	0.4	0.0
64	CCOc1ccc(C2Nc3ccc(C(=O)c4ccccc4)cc3NC3=C2C(=O)CC(C)(C)C3)cc1 (stereo not drawn)
→ -3	-7	-1.3	-0.1
65	O=C(Nc1cccc(C(F)(F)F)c1)c1cc([N+](=O)[O-])ccc1N1CCNCC1
→ -26	8	-0.4	0.6
66	CCOC(=O)N1CCN(S(=O)(=O)c2ccc(C(=O)Nc3ccc(C)cc3C(=O)c3ccccc3)cc2)CC1
→ -2	5	0.2	-0.1
67	COc1ccc(NC(=O)c2cc3ccccc3o2)cc1Cl
→ -57	3	0.8	-0.1
68	CC(=O)Nc1ccc(OCC(=O)Nc2ccc3c(c2)oc2ccccc23)cc1
→ 12	14	-0.6	0.2
69	COCCCNC(=O)CN(Cc1ccc(Br)cc1)S(=O)(=O)c1ccccc1
→ 8	8	0.8	0.5
70	c1ccc(-c2nnc3sc(CN4CCc5ccccc5C4)cn23)cc1
→ -7	-7	0.4	-0.1
71	O=C(CSc1ncccn1)c1ccc(F)cc1
→ -16	19	-1.0	0.1
72	CCCCCCC(=O)N/N=C/c1ccccc1O
→ 10	-2	0.5	-0.4
73	COc1ccc(C)cc1NS(=O)(=O)c1ccc2c(c1)OCCO2
→ 7	1	-0.2	-0.1
74	COc1ccc(S(=O)(=O)N(C)CC(=O)Nc2ccc(C(N)=O)cc2)cc1C
→ 2	16	-1.7	-0.2
75	Cc1ccc(NC(=S)N(CCN2CCOCC2)Cc2ccccc2F)cc1
→ -15	1	-0.1	0.0
76	COc1ccc(C(=O)CSc2nc(-c3ccccc3)cc(-c3ccccc3)c2C#N)cc1
→ 1	-8	0.1	0.0
77	COc1cc(Nc2cc(Nc3ccc4ncccc4c3)ncn2)cc(OC)c1OC
→ -34	5	0.2	-0.2
78	CC(C)N(CC(N)=O)C(=O)Cc1ccc(Cl)cc1
→ 8	3	0.2	0.0
79	CCc1nnc(NS(=O)(=O)c2ccc(NC(=O)C3CCCCC3)cc2)s1
→ 4	4	-1.0	0.8
80	COc1cc(OC)c(C2C(C#N)=C(N)Oc3cc(N(C)C)ccc32)cc1Br (stereo not drawn)
→ 4	-10	0.8	-0.4
81	O=C(Cc1cccs1)N/N=C\c1ccc(C(=O)O)cc1
→ -9	-2	-4.1	0.0
82	CCN1CCN(C(=O)C2=COCCO2)CC1
→ 9	-6	0.2	0.0
83	CCOc1ccc(N2CC(NC(=O)NCc3cccs3)CC2=O)cc1 (stereo not drawn)
→ 0	3	1.7	-0.1
84	Cc1cccc(OCC(=O)OC2CCOC2=O)c1 (stereo not drawn)
→ 2	11	1.4	0.3
85	Nc1nnnn1/N=C/c1ccc(OCc2ccc(Cl)cc2Cl)cc1
→ -1	13	0.7	0.0
86	CCC(C)C(=O)NCc1nnc2n1CCN(Cc1ccc(Cl)cc1)CC2 (stereo not drawn)
→ 10	8	1.0	0.0
87	COc1cc(CN2CCNC(=O)C2CC(=O)NCc2cc(F)cc(F)c2)cc(OC)c1 (stereo not drawn)
→ 9	7	0.9	0.2
88	COC(=O)C1=C(C)NC2=C(C(=O)CCC2)C1c1ccc(Br)s1 (stereo not drawn)
→ -5	7	-0.2	0.0
89	COc1cc(CN2C(=O)[C@H]3CCCN3C(=O)c3ccccc32)cc(OC)c1OC
→ 4	-2	1.7	-0.1
90	O=C(NNC1=NCCCCC1)Nc1cccc(Cl)c1
→ -42	10	1.2	-0.1
